Screening data deposited in PubChem by National Center for Advancing Translational Sciences (NCATS).
4MU fluor: compound fluoresces in the 4-MU spectral region | AID 589 | compound autofluorescence, 340/450 nm, 4-MU equivalents; stronger effect = higher value | 11% of 59,000 active | max dye-equivalent concentration, M; in the data active = max dye-equivalent concentration above about 10 nM; inconclusive = mostly about 1.1 nM to 9.6 nM
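Intrinsic fluorescence at 340/450 nm (ex/em) was read after 15 min at room temperature in pH 8.0, 100 mM Tris. Each compound concentration expressed as 4-MU-equivalent concentration from a six-point 4-MU standard series on each plate.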
GFP derepression: derepresses silenced GFP locus in mouse C127i cells; AID 597; Potency, µM (top dose mostly 46.1 µM), without a hit: at the highest dose GFP derepression (activation); 0.09% of 68,000 active; mouse C127i GFP locus derepression, cytometry, 30 h; also: % of control where 0% means no effect
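Derepression screen: silenced CMV-GFP reporter in murine C127i cells, 30 h compound incubation at 37 C, washed cells imaged by laser-scanning cytometer to enumerate GFP-expressing objects of 20 to 120 um.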
HBB splicing: hemoglobin beta splicing modulation | 0.06% of 65,000 active | HBB splicing reporter cell assay, activation; EGFP reporter with mutant IVS2-654 intron; response scale: normalised to 500 nM splice-correcting PNA | Potency, µM (series often up to 46.1 µM), inactives show top-dose activation, usual class: activators; also: potency is read from the fitted curve at half-maximal effect; 0% is about no effect
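Compounds were applied for 2 days to HeLa EGFP-654 cells, 500/well in Optimem with 2% FCS. The reporter's EGFP is disrupted by mis-splicing of beta-globin intron IVS2-654. Readout: summed well GFP fluorescence from 488 nm laser scanning; reference was 500 nM antisense […] 654 PNA.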
ALOX15 inhib: inhibitors of human 15-lipoxygenase (ALOX15); Potency, µM (doses to about 57.1 µM), for inactives: at the highest dose activity change, negative = inhibition, hits mostly inhibitors; P16050; purified 15hLO-1, xylenol orange hydroperoxide absorbance; 1.4% of 74,000 active; also: potency is read from the fitted curve at half-maximal effect; % is scaled to controls: 0 for no effect and ±100 for the full control effect; nearly all actives have a fitted effect of over 55% in size
Target sequence (P16050 whole entry, looked up): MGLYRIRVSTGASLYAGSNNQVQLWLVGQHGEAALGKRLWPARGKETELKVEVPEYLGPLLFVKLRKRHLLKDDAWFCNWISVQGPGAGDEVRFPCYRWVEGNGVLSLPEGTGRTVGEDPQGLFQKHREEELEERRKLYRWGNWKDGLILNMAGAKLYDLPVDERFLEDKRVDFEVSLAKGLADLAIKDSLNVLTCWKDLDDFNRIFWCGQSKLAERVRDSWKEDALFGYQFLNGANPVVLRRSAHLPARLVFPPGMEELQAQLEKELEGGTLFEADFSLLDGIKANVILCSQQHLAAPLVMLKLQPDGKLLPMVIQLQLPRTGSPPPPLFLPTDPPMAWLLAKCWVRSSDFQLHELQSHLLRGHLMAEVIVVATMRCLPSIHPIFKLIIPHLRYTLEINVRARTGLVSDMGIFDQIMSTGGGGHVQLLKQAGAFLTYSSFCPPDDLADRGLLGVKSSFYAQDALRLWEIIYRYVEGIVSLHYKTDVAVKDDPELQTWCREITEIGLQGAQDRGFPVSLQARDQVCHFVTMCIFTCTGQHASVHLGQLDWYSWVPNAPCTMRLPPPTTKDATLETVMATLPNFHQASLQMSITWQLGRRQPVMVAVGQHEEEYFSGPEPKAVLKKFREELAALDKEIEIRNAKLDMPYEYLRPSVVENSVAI
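Purified human 15hLO-1 (40 nM final) in 25 mM Hepes pH 7.5, 0.01% Triton X-100 was preincubated with compound 15 min at room temperature, then reacted 6 min with 50 uM arachidonic acid; hydroperoxide detected by Fe-XO, 573/405 nm absorbance ratio.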
Pol III holo inh: inhibitors of bacterial DNA polymerase III holoenzyme. AID 603. 0.25% of 71,000 active. reconstituted DNA polymerase III holoenzyme replication, biochemical. Potency, µM (highest dose often 57.1 µM), without a hit: top-dose activity change, negative = inhibition; also: potency is read from the fitted curve at half-maximal effect; % is scaled to controls: 0 for no effect and ±100 for the full control effect
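Reconstituted *E. coli* holoenzyme (0.35 nM Pol III, 1 nM beta, 154 nM SSB, 2 nM primase) was preincubated with compound for 15 min at RT. Synthesis on 1.4 nM ssM13Gori ran 35 min, then was stopped with PicoGreen/EDTA and read as dsDNA fluorescence.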
UbGFP stabilizer: inhibits proteasome, raising ubiquitin-GFP reporter fluorescence | Ubiquitin-GFP reporter cells, proteasome inhibition, GFP fluorescence; response scale: untreated = 0%, 10 µM MG-132 = 100% | Potency, µM (highest dose often 45.9 µM), inactives show top-dose activation (GFP accumulation), actives largely listed as activators | 67,000 tested, under 10 active; active = well fitted activation curve with a large enough effect, not every such curve was filed as active; inconclusive = small, poorly fitted or top-dose-only effect, or another doubt; inactive = no such curve, though single readings can be large or run the other way; also: potency is read from the fitted curve at half-maximal effect
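Reporter cells (U2OS, ubiquitin-G76V-GFP fusion) are plated overnight, then treated 4 hr at 37 °C with compound titrations from 46 uM down to 2.9 nM. Activity is scaled against untreated cells and 10 uM MG-132.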
BRCT inh green: inhibitors of human BRCA1 BRCT-phosphoprotein interaction (green fluorophore); Potency, µM (doses to about 76.9 µM), for the others: at the top dose activity change, negative = inhibition, most hits filed as inhibitors; 0.05% of 75,000 active; P38398; AID 875; BRCA1 BRCT-phosphopeptide binding, green fluorescence polarization;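 also: potency is read from the fitted curve at half-maximal effect; plate controls were peptide without protein for full effect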
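Fluorescence polarization: His-tagged BRCT (~35 kDa BRCA1 C-terminus, 250 nM) bound to 100 nM fluorescein-labeled phosphorylated 10-aa BACH1 peptide, pH 7.3 phosphate buffer with DTT and Tween 20. Compounds incubated 12 min at room temperature; inhibition read as lowered polarization.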
CRE Fsk mod: modulators of forskolin-stimulated CRE signaling in CHO cells. Potency, µM (titrated, usually from 38.2 µM), inactives show at the highest dose activity change, negative = inhibition, most hits filed as activators. CHO CRE-bla reporter (cAMP response element driving beta-lactamase), forskolin EC10, beta-lactamase ratio. 2.5% of 71,000 active; active = well fitted activation curve with a large enough effect in the signal ratio, with a control signal flat, not every such curve was filed as active; inconclusive = small, poorly fitted or top-dose-only effect, or effect the other way, or a change in a side signal; the % refers to the signal ratio; also: potency is read from the fitted curve at half-maximal effect; % of control where 0% means no effect
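Beta-lactamase reporter under a cAMP responsive element in CHO cells; compounds tested in titration series against EC10 NKH 477, 3 h at 37 °C. Read-out: CCF4 FRET ratio 460nm/530nm (excitation 405nm) giving %Activity, fitted to AC50.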
A350 fluor: compounds fluorescent in Alexa 350 spectral region | Compound autofluorescence, 340/450 nm, Alexa 350 dye-equivalents; stronger effect = higher value | max dye-equivalent concentration, M | 11% of 59,000 active | AID 590; in the data active = max dye-equivalent concentration above about 10 nM; inconclusive = mostly about 1.1 nM to 9.6 nM
BRCT PPI red: inhibitors of human BRCA1 BRCT-phosphoprotein interaction (red fluorophore); P38398; BRCT-phosphopeptide binding, red fluorescence polarization; Potency, µM (highest dose often 76.9 µM), for the others: at the highest dose activity change, negative = inhibition, usual class: inhibitors; 0.03% of 75,000 active; also: % is scaled to controls: 0 for no effect and ±100 for the full control effect
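Fluorescence polarization: 100 nM His-tagged BRCA1 BRCT with 100 nM TAMRA-labelled phospho-BACH1 decapeptide, phosphate buffer pH 7.3 with 150 mM NaCl, DTT, 0.01% Tween 20; 12 min RT. Binding inhibition seen as FP decrease.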
Hsp90 Hop PPI: changes Hsp90-Hop TPR2A binding signal, up or down; Potency, µM (titrated, usually from 57 µM), for the others: at the highest dose activity change, negative = inhibition; AlphaScreen TPR2A-His6 binding biotin-Hsp90 C-terminal peptide; AID 595; 0.44% of 71,000 active; active = well fitted curve in either direction with a large enough effect; inconclusive = small, poorly fitted or top-dose-only effect, or another doubt; also: potency is read from the fitted curve at half-maximal effect; % is scaled to controls: 0 for no effect and ±100 for the full control effect; many of its hits are not listed in these tables
* = called active by the depositor; i = inactive; ? = inconclusive; . = no result given; [ ] = remark or other dose. Unless noted, calls follow the shape of the dose curve; as a rule, active = well fitted curve in the direction sought with a large enough effect; inconclusive = small, poorly fitted or top-dose-only effect, or another doubt; inactive = no such curve, though single readings can be large; an effect the other way counts as inactive or inconclusive.

molecule	4MU fluor	GFP derepression	HBB splicing	ALOX15 inhib	Pol III holo inh	UbGFP stabilizer	BRCT inh green	CRE Fsk mod	A350 fluor	BRCT PPI red	Hsp90 Hop PPI
CC(CC1C(C#N)=C(N)SC(N)=C1C#N)c1ccccc1 (configuration not stated)	i	-1%	.	16µM*	0%	0%	4.1%	8%	i	-1.0%	-1%
CC1=C(C(=O)OCC(C)C)C(c2cccc(F)c2)N2C(=O)C(C)SC2=N1 (configuration not stated)	i	2%	-0.6%	-8%	-3%	3%	3.0%	21%	i	-2.9%	-2%
Cc1c(NC(=O)CCC2CCCCC2)c(=O)n(-c2ccccc2)n1C	i	7%	0.5%[57.5 µM]	8%	-1%	-2%	-0.7%	-4%	i	0.0%	-1%
CC1CC(C)CN(c2nc3c(c(=O)[nH]c(=O)n3C)n2CCCSc2nc3ccccc3s2)C1 (configuration not stated)	i	0%	4.8%[0.369 µM]	11%	-2%	-2%	-2.3%	?	i	-0.5%	-4%
O=C(Nc1ccc(OC(F)F)c(Cl)c1)Nc1ccc2c(c1)OCO2	i	-2%	-2.2%	-6%	-6%	-6%	1.0%	-14%	i	-0.5%	-4%
Cl/C(=C\n1cncn1)c1ccc(Cl)cc1Cl	.	0%	.	-8%[25.6 µM]	-3%	0%	-1.9%	?	.	0.1%	6%
CCOC(=O)c1sc(N(Cc2ccccc2)C(=O)CSc2nnc(C3CC3)n2N)nc1C	i	1%	-2.4%	-10%	-2%	1%	3.9%	?	i	0.7%	-6%
CC(=O)NCCn1c(SCC(=O)NCC2CCCO2)nc2ccccc2c1=O (configuration not stated)	i	0%	2.6%	1%	0%	?	-2.2%	-14%	i	0.1%	2%
Cc1ccc(S(=O)(=O)NCC(=O)OCC(=O)Nc2ncc(Cl)cc2Cl)cc1	i	0%	0.1%[57.5 µM]	-2%	-5%	-3%	-1.1%	-7%	i	-0.5%	-3%
CN1CCC(=C2c3ccccc3Sc3ccccc32)CC1	i	-2%[20.6 µM]	1.1%[20.6 µM]	-10%	-13%[25.6 µM]	6%[20.5 µM]	-1.8%[3.08 µM]	?	i	-0.5%	-5%[26 µM]
Cc1ccc(CSC2=NCCN2C(=O)c2ccco2)cc1	.	-5%	-0.3%	-2%	-2%	3%	2.3%	8%	.	-1.2%	3%
c1ccc2sc(SCSc3nc4ccccc4s3)nc2c1	i	-1%[9.22 µM]	0.8%[9.22 µM]	-25%[11.4 µM]	-7%[11.4 µM]	-4%[9.17 µM]	-1.2%[15.4 µM]	-8%[7.6 µM]	i	1.1%[15.4 µM]	23%[11 µM]
CCOC(=O)Cc1c(C)c2c(C)nn(-c3ccccc3)c2oc1=O	?	5%	0.2%	-1%	-2%	-2%	-1.2%	24%	?	-2.0%	2%
CC1(C)CC(=O)C=C(NCCCNC2CCCCC2)C1	.	0%	-3.5%	0%	5%	-3%	-0.4%	3%	.	-1.2%	-1%
Cc1cccc(-n2cnc3c(c2=O)c2nc4ccccc4nc2n3Cc2ccco2)c1	2e-07M*	2%	0.7%[57.5 µM]	-28%	-4%	2%	-0.8%	?	3.2e-07M*	-1.2%	-6%
CCC(=O)N1CCc2cc(S(=O)(=O)CCC(=O)Nc3c(C)n(C)n(-c4ccccc4)c3=O)ccc21	i	-3%	0.9%	4%	10%	2%	-1.4%	8%	i	-0.3%	3%
COc1cc(NC(=O)Cn2ncc3c2-c2ccccc2OC3)cc(OC)c1OC	.	2%	-0.4%	6%	0%	19%	0.9%	?	.	-0.1%	0%
C=CCSc1nnc(-c2ccc(Cl)cc2Cl)o1	.	0%	-0.9%[0.0738 µM]	?	-3%[11.4 µM]	-16%[9.17 µM]	0.1%	18%[7.6 µM]	.	0.4%	?
COc1cc(NS(=O)(=O)c2ccc(F)cc2)c(OC)cc1NC(=O)C1CC1	i	-1%	.	-1%	-8%	-2%	-3.0%	1%	i	0.5%	0%
CCOC(=O)c1nc2nc(C)cc(=O)n2[nH]1	.	0%	-3.1%[0.0738 µM]	7%[11.4 µM]	-5%[11.4 µM]	19%[9.17 µM]	-1.8%	?	.	-0.8%	-8%[11 µM]
Fc1ccc(C2CC(c3ccco3)n3ncnc3N2)cc1 (configuration not stated)	.	.	-0.6%	4%	-2%	3%	-2.7%	-8%	.	-0.4%	-2%[2.3 µM]
O=C(CSc1ccc2nnc(-c3ccncc3)n2n1)Nc1ccccc1F	.	.	-0.3%	6%	-8%	2%	-1.9%	6%	.	-0.4%	-7%
COc1ccc(-c2cn3c(n2)CCC3)cc1	i	6%	-2.1%	10%	-3%	2%	-2.5%	?	i	0.6%	-6%
COc1ccccc1C(=O)Nc1ccc(S(=O)(=O)N2CCOCC2)cc1	i	3%	2.8%	-1%	-11%	0%	-0.1%	?	i	0.0%	1%
CCOC(=O)N1CCN(C(=O)C2CCCN(Cc3nc(-c4ccc(Cl)cc4)oc3C)C2)CC1 (configuration not stated)	.	.	-1.7%	-2%	0%	6%	0.7%	-4%	.	0.0%	-5%[2.3 µM]
CC1(C)C(c2cccs2)=NC(c2ccccc2)N1O (configuration not stated)	?	2%	-1.2%[57.5 µM]	-2%	-5%	-2%	-1.8%	4%	?	0.4%	3%
Cc1cc(C)nc(NS(=O)(=O)c2ccc(NC(=O)CCCN3C(=O)c4ccccc4C3=O)cc2)n1	.	1%	2.2%[0.0738 µM]	-3%[11.4 µM]	0%[11.4 µM]	5%[9.17 µM]	0.0%	?	.	-0.2%	3%[11 µM]
CN(C)c1ccc(C(=C2C=CC(=[N+](C)C)C=C2)c2c(O)c(S(=O)(=O)O)cc3cc(S(=O)(=O)O)ccc23)cc1	i	0%[9.22 µM]	0.8%[9.22 µM]	10%[11.4 µM]	-3%[11.4 µM]	2%[9.17 µM]	-5.1%[15.4 µM]	-4%[7.6 µM]	?	-0.3%[15.4 µM]	?
CCOC(=O)C1CCCN(C(=O)C2CCCN(S(=O)(=O)c3ccc4c(c3)oc(=O)n4C)C2)C1 (configuration not stated)	.	.	-0.2%	-3%	-8%	-11%	-1.9%	1%	.	0.2%	-5%[2.3 µM]
O=C1CCCN1c1ccc(S(=O)(=O)N2CCC(c3ccccc3)CC2)cc1	i	-7%	-0.3%	-3%	-2%	-2%	-2.9%	-2%	i	0.5%	-1%
C[C@@H](C(=O)NCC1CC1)[C@@H]1C[C@@]1(C)[C@@H](NC(=O)OCc1ccccc1)c1ccccc1	.	.	-1.7%	.	-4%	.	-1.9%	-14%	.	-2.1%	-1%
Cn1cccc1C(=O)N1CCC2(CC1)CN(Cc1cc(C(F)(F)F)cc(C(F)(F)F)c1)C2	i	2%[9.22 µM]	1.7%	2%	-9%	-7%	-2.0%	-15%	i	-1.4%	-15%
COc1cccc(OCC(O)CN2CCC(Cc3ccccc3)CC2)c1 (configuration not stated)	i	2%	-1.0%	-1%	1%	6%	-0.6%	-14%	i	0.5%	-8%
NC(=O)c1ccsc1NC(=O)COC(=O)C1CCCN1C(=O)c1cccs1 (configuration not stated)	i	5%	-0.2%[57.5 µM]	-4%	-7%	-4%	1.7%	?	i	0.9%	-2%
COC(=O)/C(=C1/Oc2cc3c(cc2S1)OCO3)C(F)(F)F	?	-2%	-0.5%	5%	-6%	-6%	0.0%	0%	?	0.0%	-3%
Brc1ccccc1OCCCN1CCOCC1	.	-3%	0.0%	2%	-7%	32%	-1.1%	-1%	.	1.8%	-1%
Cc1ccc(S(=O)(=O)Nc2ccc3c(c2)nc2n3CCN(Cc3ccccc3)C2)cc1	?	3%	0.5%	-22%	-5%	-2%	4.6%	?	?	-0.4%	-8%
Fc1ccc(NCc2nnc(SCc3nnc(-c4ccccc4)o3)n2Cc2ccccc2)cc1	i	2%	.	-11%	1%	-2%	-3.2%	-9%	i	1.1%	-10%
CCOC(=O)c1ccccc1NC(=O)Cn1c(-c2nonc2N)nc2ccccc21	i	2%	-0.4%	0%	-6%	0%	8.2%	2µM*	i	0.7%	-4%
